Assay outcomes (PubChem)
PAX8 inh HTS = PAX8 transcriptional activity inhibition; RMG-I TPO-luciferase reporter, SteadyGlo, 24 h; inhibition, % at 12.6 µM; actives 1.2% (n = 360,000);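 active = mean replicate inhibition at least 60% with every replicate also reaching 60%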;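 also: luciferase light reporting Pax8 driven TPO promoter activity; plate controls were median of neutral control wells for no effect and mitoxantrone controls for full effect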
ARNT-TACC3 inh = disruptors of human ARNT/TACC3 interaction. Q9Y6A5. AlphaScreen His-ARNT PAS-B/GST-TACC3 binding, luminescence; TACC3 fragment carries E629A point mutation. inhibition, % at 9.99 µM. actives 0.66% (n = 390,000). AID 623870;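 active = mean inhibition of replicates at least 50% and at least half of replicates each reaching 50%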;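 also: 0% = complete ARNT plus TACC3 wells and 100% = ARNT alone without TACC3; many hits fall short of the cut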
Cneo AK release = Cryptococcus neoformans lysis via adenylate kinase release. C. neoformans lysis, adenylate kinase release luminescence, 4 h; normalised: neutral wells 0, clomiphene wells 100. AID 651654. lysis activity, % at 15 µM. actives 0.2% (n = 360,000);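 active = mean lysis activity across replicates of at least 80%, whatever share of replicates individually reach that level; inactive = mean lysis activity below 80%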
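read-out = cell lysis signal | test system = log-phase Cryptococcus neoformans yeast cells | input = cells at 5 × 10^6 per mL | medium = fresh YPD growth medium | signal = luminescent adenylate kinase detection reagent | timing = 4 h at 37 °C static, read 1 h later | dosing = single dose | controls = Clomiphene as positive lysis control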
LGR2 inh = Drosophila LGR2 receptor signaling inhibition. AID 720647. inhibition, % at 9.99 µM. actives 0.35% (n = 380,000). HEK293 LGR2, CRE-luciferase, bursicon-stimulated, 4 h;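 active = drop in luminescence signal, shown as inhibition above about 50% in the replicate tests, limit read from the data, passing the limit was not always enough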;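 also: agonist challenge used bursicon conditioned medium at about half maximal strength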
PGC1a acetyl inh = PGC1a acetylation modulation, inhibitor mode; U2OS PGC1a acetylation, AlphaScreen anti-acetyl-lysine; with virally co-expressed GCN5 acetyltransferase; inhibition, % at 15.6 µM; actives 0.17% (n = 350,000);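 active = every replicate shows inhibition of at least 40%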;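 also: 0% = neutral control wells and 100% = positive control wells; some results beyond the cut were filed as inactive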
GSIS activator = primary screen for activators of insulin secretion dependent on glucose, INS-1E cells, GLuc reporter luminescence; INS-1E GLuc reporter insulin secretion, 2-3 h; AID 743287; activation, % at 16.6 µM; actives 0.61% (n = 370,000);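 active = lowest replicate activation of at least 40%, so every replicate reaches that level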;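 also: 0% = median of neutral control wells and 100% = median of IBMX positive control wells; some compounds called inactive have numbers as strong as hits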
Statin myotox sup = suppression of simvastatin myotoxicity; C2C12 myotubes + simvastatin, ATP luminescence, 48 h; scaled: DMSO 0, geranylgeraniol control 100; rescue of ATP level, % at 7.49 µM; actives 0.78% (n = 330,000);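 active = mean ATP rescue above about 67%, or every replicate alone reaching that limit, limit read from the data, passing the limit was not always enough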;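 also: myotubes were challenged with 10 µM simvastatin during compound exposure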
PglD DTNB = PglD (C. jejuni) enzyme inhibition. purified PglD enzyme, DTNB colorimetric CoA detection. inhibition, % at 12.5 µM. actives 0.098% (n = 360,000). AID 602405; in the data active = inhibition above about 16%, passing the limit was not always enough; also: strong numbers were not always called active
Starred values were filed as active, the others as inactive; · = no result given.

SMILES | PAX8 inh HTS | ARNT-TACC3 inh | Cneo AK release | LGR2 inh | PGC1a acetyl inh | GSIS activator | Statin myotox sup | PglD DTNB
Cc1ccc(S(=O)(=O)n2nnc3ccccc32)c(C)c1C | -2 | · | · | -20 | -4 | 14 | · | ·
COc1ccc(CN(Cc2ccc(C(=O)O)cc2)C(=S)Nc2ccccc2F)cc1OC | -2 | 2 | 0 | · | -15 | 14 | 6 | 2
CC(=O)SC1CC(=O)N(c2c(C)cccc2C)C1=O (stereo not drawn) | 7 | -4 | -3 | -6 | 1 | -7 | · | -2
COc1cc(/C=N/NC(=O)C(=O)N2CCCCCC2)ccc1O | 6 | 21 | -5 | 4 | · | 9 | 9 | -5
CCCCNC(=O)c1ccc(NS(=O)(=O)c2ccc3[nH]c(=O)[nH]c3c2)cc1 | 2 | -3 | -1 | -9 | · | 12 | 6 | 0
O=C(COC(=O)/C=C/c1ccc(OC(F)F)cc1)NC1CCCCCC1 | 6 | 4 | -1 | · | 3 | · | 2 | 3
Cc1ccc(Cn2c(CCNc3nc(-c4ccc(C)cc4)cs3)nc3cc(C(=O)NCCCO)ccc32)cc1 | 0 | -2 | 1 | -3 | · | 0 | 16 | 1
O=c1c2ccccc2nc(/C=C/c2cccc(Br)c2)n1CCCO | 5 | -9 | 1 | -22 | · | -18 | -2 | 3
CC(C)c1ccc(C(N)=S)cc1 | -18 | -4 | · | -26 | · | -16 | · | ·
CCC(C)(C)NC(=O)C(c1cccc(OC)c1OC)N(C(=O)CCC(=O)Nc1cc(C)on1)C(C)C (stereo not drawn) | 1 | 0 | -2 | -8 | -5 | -8 | 11 | -1
O=C(c1ccccc1)c1cnc(-c2ccc(Cl)cc2)s1 | -214 | -29 | -3 | · | 3 | · | -15 | ·
Nc1cc(=O)[nH]c(SCC(=O)Nc2ccc3c(c2)CCC3)n1 | 6 | 0 | -3 | -8 | 26 | -19 | 6 | -6
O=C(/C=C/c1ccccc1)Nn1c(-c2cccs2)nc2ccccc2c1=O | 13 | -19 | · | -2 | 5 | 3 | -3 | ·
O=C1C=C(c2ccc3ccccc3c2)C[C@@H](c2ccc(F)cc2)C1 | -48 | 3 | -1 | -20 | -4 | · | 10 | -1
CCCN1CCN(C(=S)Nc2ccc3nc(N4CCN(CC)CC4)cc(C)c3c2)CC1 | -4 | 6 | -4 | 9 | 11 | -5 | · | -10
O=C(NC1CCS(=O)(=O)C1)c1ccc2c(c1)OCO2 (stereo not drawn) | -1 | 1 | -4 | 18 | · | 10 | 2 | -2
COc1ccc2nc(NC(=O)CCc3cc(OC)c(OC)c(OC)c3)sc2c1 | 4 | 1 | · | 20 | · | -21 | · | ·
O=S(=O)(c1cc(F)ccc1F)N1CCC2(CC1)OCCO2 | 9 | -1 | 2 | 0 | · | 15 | · | 9
C=CCNC(=O)[C@H]1[C@@H]2C(=O)O[C@@H](c3ccccc3)[C@@H](c3ccccc3)N2[C@@H](c2ccc(O)cc2)[C@]12C(=O)Nc1ccc(C#Cc3ccc(OC)cc3)cc12 | 10 | 18 | 6 | · | · | · | · | -1
COc1ccccc1C1c2ccc3ccccc3c2Oc2ncn(CCN(C)C)c(=N)c21 (stereo not drawn) | 21 | 19 | 4 | -6 | -58 | 75 | -36 | 5
CN1C(=O)c2cc(NS(=O)(=O)c3ccccc3Cl)ccc2OC[C@H]2O[C@H](CC(=O)O)CC[C@@H]21 | -2 | 14 | 5 | -2 | -2 | -3 | 3 | -1
C[C@H](CO)N1C[C@H](C)[C@H](CN(C)C(=O)Nc2cccc3ccccc23)Oc2c(NC(=O)Nc3ccc4c(c3)OCO4)cccc2C1=O | 11 | · | -1 | 12 | 7 | -13 | 9 | 3
O=[N+]([O-])c1ccc2c(c1Nc1ccccc1)=NC1(CCCCC1)N=2 | · | 6 | 2 | · | 4 | · | 22 | 4
CCOC(=O)C(C)(C)N(Cc1cccc(C)c1)S(=O)(=O)c1ccc(Cl)c([N+](=O)[O-])c1 | -5 | 3 | 2 | 35 | · | -18 | · | 6
O=C(/C=C\Nc1ccc(S(=O)(=O)Nc2ncccn2)cc1)c1ccccc1 | 1 | 0 | 1 | -54 | 1 | · | -38 | 0
CN(C)CCN1C(=O)C(=O)/C(=C(/O)c2ccc(S(=O)(=O)N3CCOCC3)cc2)C1c1ccc(Br)cc1 (stereo not drawn) | -9 | 2 | 1 | -16 | 1 | 12 | · | -1
O=C(c1ccc(S(=O)(=O)N2CCCC2)cc1)N1CCCCC1 | 5 | -2 | · | 13 | · | 5 | 9 | ·
CCCOc1ccc(C(=O)NCC(c2cccs2)N(C)C)cc1OC (stereo not drawn) | 10 | -4 | · | 7 | · | 3 | -3 | ·
CCN1CCN(CCCNC(=O)C2CCCN(c3nnc(-n4cccc4)s3)C2)CC1 (stereo not drawn) | · | -9 | -2 | · | · | · | -4 | 0
O=C(O)c1ccc(N(Cc2ccccc2)S(=O)(=O)c2ccccc2)cc1 | 12 | -11 | -1 | 6 | -4 | 16 | 1 | 6
Cc1ccc(Nc2nc(N3CCOCC3)nc(N3CCOCC3)n2)cc1Cl | 14 | -2 | 0 | 15 | · | 1 | -135 | 6
CCC1S/C(=N/N=C/c2ccco2)N(Cc2ccccc2C)C1=O (stereo not drawn) | -8 | 1 | · | 1 | -6 | -5 | 5 | ·
COc1ccc(NC(=O)Cn2ncn3nc(-c4ccc(OC)cc4)cc3c2=O)cc1 | -6 | 1 | 4 | -18 | -3 | 6 | -12 | 0
CCOc1ccc(NC(=O)CSc2nnc(C34CC5CC(CC(C5)C3)C4)n2C)cc1 | · | 6 | 1 | · | 0 | · | 1 | 3
Cc1cccc2c(=O)oc(-c3ccccc3Cl)nc12 | 10 | 4 | 0 | 3 | · | 8 | -4 | 5
CCCCOC(=O)c1nc(Cl)c(Cl)c(N)c1Cl | 34 | -15 | 4 | -13 | -8 | 3 | · | 3
O=C(CN1C(=O)c2ccccc2C1=O)Nc1nccs1 | -3 | 1 | · | -8 | · | 4 | · | ·
C/C(=N/NC(=O)CNC(=O)c1cccnc1)c1ccc(Cl)c(Cl)c1 | -10 | 5 | 3 | -6 | 4 | -21 | -4 | -5
O=C(Nc1cccc(S(=O)(=O)N2CCCCC2)c1)c1ccc2ncsc2c1 | -50 | 0 | · | -12 | -17 | -14 | · | ·
Nc1c(C(=O)NCc2ccco2)nnn1Cc1ccccc1 | -8 | 3 | 0 | · | 0 | · | 1 | -5
Cc1cccc(-c2ccc([C@@H]3[C@@H](CO)N4CCCCN(Cc5cncnc5)C[C@H]34)cc2)c1 | -19 | 7 | -2 | -12 | 5 | 8 | 7 | 9
CCC(=O)NC[C@H]1N[C@H](CO)[C@@H]1c1ccc(-c2cccc(C#N)c2)cc1 | -10 | -1 | -4 | 3 | -19 | 9 | -24 | 2
COc1ccc(Cc2nc3ccc(C(=O)N4CCC(C(N)=O)CC4)cc3o2)cc1 | -9 | · | -1 | -18 | · | · | 14 | 2
C[C@H]1CN([C@@H](C)CO)C(=O)c2cc(C3=CCCC3)cnc2O[C@H]1CN(C)Cc1ccccc1C(=O)O | -6 | 0 | -3 | -3 | 5 | 8 | 14 | 0
CC(=O)c1ccc(N2CCN(C(=O)c3ccc(NC4=NC5CS(=O)(=O)CC5S4)cc3)CC2)cc1 (stereo not drawn) | -2 | -3 | 0 | 1 | 2 | -12 | 1 | 2
C[C@@H]1CN([C@@H](C)CO)C(=O)c2cccc(NC(=O)C3CC3)c2O[C@H]1CN(C)C(=O)Nc1ccccc1 | 3 | 2 | -37 | -5 | · | 17 | 0 | -1
COc1ccc(-c2csc(C(NC(C)=O)c3cccc(F)c3)n2)cn1 (stereo not drawn) | -3 | · | 0 | 8 | · | 2 | 6 | -2
CCCCCCn1c(SCCN2CCOCC2)nc2c1c(=O)[nH]c(=O)n2C | -3 | · | 1 | · | 4 | · | · | 3
COC(=O)N/N=C/c1ccc(OC(=O)/C=C/c2ccco2)cc1 | -19 | · | 9 | · | 0 | · | · | 8
C(=N\Nc1nncc2ccccc12)/c1ccccc1 | -89 | -1 | · | · | -4 | · | -7 | ·
COc1ccccc1C(=O)N/C(=C\c1cn(S(=O)(=O)N(C)C)c2ccccc12)C(=O)N1CCN(C)CC1 | 16 | · | 0 | · | -37 | · | -6 | 13
CCCc1cc(=O)oc2cc(C)cc(OC(C)C(=O)NCCCn3ccnc3)c12 (stereo not drawn) | 0 | -20 | -4 | -9 | 2 | 16 | -31 | 2
O=C(CCCC(=O)OCC(=O)c1ccc(Cl)cc1Cl)Nc1cc(C(F)(F)F)ccc1Cl | · | -1 | -2 | · | 8 | · | -13 | -7
CCOC(=O)N1CCN(C(=S)NC(=O)C23CC4CC(CC(C4)C2)C3)CC1 | -14 | 0 | · | -24 | -5 | 1 | · | ·
CCN1CC(O)=C(c2nc3ccccc3s2)C1=N | · | -4 | -2 | · | -1 | · | 10 | -1
Cc1c(=O)n(OCc2cccc(F)c2)c2ccccc2[n+]1[O-] | 4 | -9 | 1 | · | -2 | · | -10 | -3
CCCc1nnc(NC(=O)CCC(=O)N2CCN(Cc3cc(F)ccc3OC)CC2)s1 | 4 | -3 | -1 | -1 | · | 23 | 15 | 4
O=[N+]([O-])c1cc(-c2nc(-c3ccncc3)no2)ccc1Cl | -2 | 4 | 1 | -8 | -8 | 0 | 0 | 6
O=C(NCc1ccco1)c1ccc2ccccc2n1 | -14 | 2 | · | -40 | -13 | -9 | 6 | ·
COc1cccc(C(=O)Nc2cccc(OCC(=O)c3ccccc3)c2)c1 | -28 | -4 | · | -1 | 3 | 2 | · | ·

(next part)
SMILES | PAX8 inh HTS | ARNT-TACC3 inh | Cneo AK release | LGR2 inh | PGC1a acetyl inh | GSIS activator | Statin myotox sup | PglD DTNB
COc1cccc(OC)c1C(=O)Nc1cccc2c1CCCC2 | -16 | -8 | 3 | -2 | · | 5 | 7 | -5
CCOc1ccc(-n2c(=S)sc3c(=O)n(-c4ccccc4)c(SCC(=O)O)nc32)cc1 | 18 | 14 | -2 | 10 | · | 4 | -10 | 2
Cc1ccc(N2CN(Cc3cccnc3)CNC2=S)c(C)c1 | 3 | -5 | · | 28 | · | 13 | · | ·
O=C(NCCc1ccccc1)c1cc(S(=O)(=O)N2CCCC2)ccc1F | -36 | 0 | -3 | -13 | · | 10 | -6 | 0
C[C@H]1CN([C@@H](C)CO)S(=O)(=O)c2ccc(-c3cccnc3)cc2O[C@@H]1CN(C)C(=O)CC1CC1 | · | -1 | 5 | 10 | 4 | -4 | 11 | -1
O=C(OCC(=O)c1c[nH]c2ccccc12)C1=COCCO1 | -100 | 2 | 3 | · | 10 | · | -3 | 3
CCOC(=O)C1=C[C@]2(CC)CCCN3CCc4c(n1c1ccccc41)[C@@H]32 | 3 | 6 | -3 | · | 2 | · | 2 | -1
CCOc1ccc(NS(=O)(=O)c2ccc(C(=O)N3CCN(c4ncccn4)CC3)cc2)cc1 | 19 | 0 | · | 24 | 5 | -24 | · | ·
N#Cc1ccccc1OCC(=O)NC(=O)NCc1ccco1 | -134 | 10 | · | -32 | 2 | -6 | · | ·

A run of entries of the results above, for reference:
SMILES | PAX8 inh HTS | ARNT-TACC3 inh | Cneo AK release | LGR2 inh | PGC1a acetyl inh | GSIS activator | Statin myotox sup | PglD DTNB
CCOC(=O)N1CCN(C(=S)NC(=O)C23CC4CC(CC(C4)C2)C3)CC1 | -14 | 0 | · | -24 | -5 | 1 | · | ·
CCN1CC(O)=C(c2nc3ccccc3s2)C1=N | · | -4 | -2 | · | -1 | · | 10 | -1
Cc1c(=O)n(OCc2cccc(F)c2)c2ccccc2[n+]1[O-] | 4 | -9 | 1 | · | -2 | · | -10 | -3
